S3 lipid droplet: qHTS Assay for Lipid Storage Modulators in Drosophila S3 Cells. Drosophila S3 cells, BODIPY lipid droplet fluorescence, 18-24 h; cells fed with added oleic acid. Potency in µM for hits, for the others lipid storage change, negative = inhibition, % at the top dose, mostly 46.1 µM. 320,000 tested, 0.64% active. AID 2685; active = well fitted inhibition curve with a large enough effect in the signal ratio, with a control signal flat, not every such curve was filed as active; inconclusive = small, poorly fitted or top-dose-only effect, or effect the other way, or a change in a side signal; the % refers to the signal ratio
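Drosophila S3 cells loaded with oleic acid (400 uM, as added) and compounds at several concentrations; lipid droplets imaged by 488-nm laser-scanning cytometry, 500–530 nm intensity and object ratio to cell channel. Percent activity normalized to 20 uM Triacsin C.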
S3 lipid droplet cell count max: second read-out of S3 lipid droplet, no call of its own (marks repeat the call); cell number change, %; measured here: cell count max response;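 cells counted by Cell Tracker Red CMTPX staining in the red channel; peak over a dose series mostly up to 46.1 µM; percent activity relative to internal control wells on each plate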
* hit, by the source's call; i = inactive; ? = inconclusive; nt = not tested or not shown; [ ] = another dose, or the depositor's remark. % is set by controls: 0 for no effect and ±100 for the full control effect; potency is the fitted concentration of half-maximal effect. These rows are one share of the data; count on the stated rates, not on these rows.

No.	SMILES	S3 lipid droplet	S3 lipid droplet cell count max
1	CCOc1cc(C(=O)Nc2cc(F)ccc2C)ccc1OCC(=O)N1CCOCC1	?	nt
2	O=C(NCC(F)(F)F)N1CCOCC1	?	nt
3	CCC(=O)Nc1nnc(SCc2ccccc2F)s1	5%	nt
4	CC(c1nnc(SCn2nnc3ccccc3c2=O)n1-c1ccc(Cl)cc1)N(C)C (stereo not given)	?	nt
5	COC(=O)N[C@H](CC(C)=O)c1cccc(C(F)(F)F)c1	-4%	nt
6	COc1ccc(C)cc1S(=O)(=O)N1CCC2(CC1)OCCN2S(=O)(=O)c1cccs1	?	nt
7	O=C(c1ccccc1)c1cnc(-c2ccc(Cl)cc2)s1	?	nt
8	N#CCN1C(=O)NC2(CCCc3sccc32)C1=O (stereo not given)	?	nt
9	CN(c1ccc(C(=O)NCCc2ccccc2)cc1)S(C)(=O)=O	i	nt
10	O=C(Nc1ccon1)c1cccc(Cl)c1	-8%	18
11	Cc1sc(NC(=O)CSc2nnnn2C2CCCC2)c(C#N)c1C	22%	3
12	O=C(NCCCN1CCOCC1)c1cc(-c2ccccc2F)no1	?	nt
13	CC(Oc1ccccc1)C(=O)Nc1cccc([N+](=O)[O-])c1 (stereo not given)	?	nt
14	CCOC(=O)c1c(C)oc2ccc(NS(=O)(=O)c3ccc(C(=O)O)cc3)cc12	?	nt
15	O=C(COc1ccccc1F)Nc1ccccc1C(=O)NC1CC1	?	nt
16	CCOc1ccc(N2C(=O)C3ON(c4ccccc4)C(c4ccco4)C3C2=O)cc1 (stereo not given)	-14%	-16
17	CCC1CO/C(=C(\C(=C(Cl)Cl)N2CCOCC2)[N+](=O)[O-])N1 (stereo not given)	20%	3
18	COc1ccccc1NC(=O)COC(=O)C12CC3CC(CC(Cl)(C3)C1)C2	?	nt
19	Cc1nnc(-c2ccc(N3CCCCCC3)c([N+](=O)[O-])c2)o1	?	nt
20	CSC1=C(C#N)C(CC(C)C)C(C(C)=O)=C(C)N1 (stereo not given)	?	nt
21	CC(C)(C)NC(=O)NC(=O)COC(=O)c1nc(-c2ccccc2)n(-c2cccc(C(F)(F)F)c2)n1	17%	1
22	CC1(c2ccc(Cl)cc2)NC(=O)N(CC(=O)Nc2ccc(N3CCCCC3)cc2)C1=O (stereo not given)	19%	-1
23	COc1cccc(-n2c(=S)sc3c(=O)n(-c4ccccc4OC)c(SCC4OCCO4)nc32)c1	-2%	-3
24	O=C(O)CSc1cccc2cccnc12	?	9
25	Cc1ccc(-n2c3nc(=O)[nH]c(=O)c-3cc3cc([N+](=O)[O-])ccc32)cc1	?	nt
26	O=C(CSCc1ccc([N+](=O)[O-])cc1)NC1CC2CCC1C2 (stereo not given)	4%	6
27	CCOc1ccccc1NC(=O)CN(c1ccc(OC)cc1OC)S(=O)(=O)c1ccccc1[N+](=O)[O-]	?	nt
28	Cc1cccc(OCc2nc3ccccc3n2C)c1	8%	13
29	Cc1c(C=O)c2ccccc2n1CC(=O)NCc1ccc2c(c1)OCO2	4%	3
30	CNC(=O)c1ccsc1NC(=O)CCS(=O)(=O)c1ccc(Cl)cc1	?	nt
31	Cc1cc(C)nc(Nc2ccc(F)cc2)n1	i	-3
32	CC(=O)c1c(N2CCCC2)nc(=S)n(-c2ccccc2)c1C	?	nt
33	O=C(OCc1nc2ccccc2s1)c1cc2ccccc2oc1=O	?	nt
34	O=C(NC(Cc1ccccc1)C(=O)O)/C(=C/c1ccc([N+](=O)[O-])cc1)NC(=O)c1ccccc1 (stereo not given)	i	nt
35	CSC1=NCCN1S(=O)(=O)c1ccc(F)cc1	6%	2
36	c1ccc(CSc2ncnc3c2cnn3-c2ccccc2)cc1	?	nt
37	COc1cccc(-n2c(-c3ccco3)nc3nc4ccccc4nc32)c1	?	nt
38	CC1Sc2ccc(Cl)cc2-c2nc(N)ncc21 (stereo not given)	?	nt
39	CC(C)(C)n1cnc2cc(NC(=O)c3ccc(Cl)cc3)ccc21	?	nt
40	CCOC(=O)c1ccc(N2C(=O)CC(N(C)Cc3ccccc3)C2=O)cc1 (stereo not given)	?	nt
41	Cc1ccc(C(=O)N/N=C\c2c(C)nn(-c3ccccc3)c2Cl)cn1	5%	21
42	COc1cccc(-c2cc(C(F)(F)F)nc(N3CCOCC3)n2)c1	?	nt
43	CC(CC(=O)NC1CCCC1)c1ccccc1 (stereo not given)	?	nt
44	CCCCNC(=O)n1c(SC)nc2ccccc21	?	nt
45	O=C(CSc1nc2ccccc2s1)NNC(=O)Nc1ccc(Cl)c(Cl)c1	i	nt
46	COC(=O)c1ccc(CNC(=O)COC(=O)CC23CC4CC(CC(Br)(C4)C2)C3)cc1	?	nt
47	CCCSC(=O)N(CC)CC(=O)Nc1c(CC)cccc1CC	?	nt
48	O=C1CCCC(O)=C1Sc1ccccc1C(=O)O	25%	7
49	COC(=O)c1ccsc1NC(=O)CCS(=O)(=O)c1ccccc1	?	nt
50	COc1cc([N+](=O)[O-])ccc1NC(=O)C1CCCN(S(C)(=O)=O)C1 (stereo not given)	?	nt
51	COc1ccccc1OCCCCCNCCO	?	nt
52	CCCCOc1cccc(C(=O)NC(=S)Nc2ccc(Cl)c(C(=O)O)c2)c1	?	nt
53	CC(=O)c1ccc(NC(=O)CN2CCC(C(=O)c3ccc(F)cc3)CC2)cc1	?	nt
54	CCOC(=O)Cc1csc(NC(=S)NC(=O)c2ccc([N+](=O)[O-])cc2)n1	?	nt
55	N#Cc1ccccc1NC(=O)CN(Cc1ccccc1)Cc1ccccc1	?	nt
56	S=C(NC1CCCC1)NN1CCOCC1	-24%	-3
57	O=C(O)c1cc(-c2ccccc2)nc(-c2ccccc2)c1	14%	-3
58	COc1ccc(-c2nn(-c3ccccc3)cc2C(=O)NCC(c2cccs2)N2CCOCC2)cc1 (stereo not given)	?	nt
59	Cc1nnc(NC(=O)CN2C(=O)NC3(CCCC3)C2=O)s1	?	nt
60	CCC/C(=N/NC(=O)c1csc(C)c1C)c1ccc(Cl)s1	?	nt

(further entries)
No.	SMILES	S3 lipid droplet	S3 lipid droplet cell count max
61	CN1CCN(C(=O)c2ccc3nc(-c4ccccc4)c(-c4ccccc4)nc3c2)CC1	12%	6
62	CCOC(=O)C1CCN(c2ccc(-c3cccs3)nn2)CC1	?	nt
63	COc1cccc(C(=O)O/N=C(\N)c2ccc([N+](=O)[O-])cc2)c1	-7%	1
64	Cc1cccc(C)c1N=C1SC(CC(=O)Nc2c(C)cccc2C)C(=O)N1CCc1ccccn1 (stereo not given)	9%	4
65	COc1ccccc1N(CC(=O)N(CC(C)C)CC(C)C)S(=O)(=O)c1cccs1	?	nt
66	Cc1ccccc1N(C(=O)c1cccs1)c1nc2ccccc2s1	?	nt
67	COc1cccc(NC(=S)N(CCc2nc3cc(C)c(C)cc3[nH]2)Cc2cccnc2)c1	25%	-4
68	CCN(CC)S(=O)(=O)c1cc(NC(=O)COC(=O)Cn2cnc3ccccc32)ccc1C	0%	4
69	CCS(=O)(=O)n1nc(C(=O)N2CCOCC2)nc1N	?	nt
70	O=C(OCc1cnc(Cl)s1)c1cccc(Cl)c1	?	nt
71	COc1ccccc1OC1=NS(=O)(=O)c2ccccc21	-11%	-22
72	Cc1ccc(OCCC(=O)OCC(=O)Nc2ccc(N3CCOCC3)cc2)cc1	?	nt
73	CCN(CC(=O)NC1CCS(=O)(=O)C1)S(=O)(=O)c1ccc(F)cc1 (stereo not given)	5%	3
74	O=C(NC(=S)Nc1cc(C(F)(F)F)ccc1Cl)c1ccccc1	?	nt
75	O=C(Oc1cccc(Oc2ccccc2)c1)N1CCOCC1	i	nt
76	Clc1ccc(-c2nc3ccccc3nc2-c2ccccc2)cc1	?	nt
77	Cc1cc(N2CCOCC2)nc2ccc(NC(=S)NCc3ccc4c(c3)OCO4)cc12	1%	3
78	Cc1cc(C)c(NC(=O)C2CCCN2CCOC(=O)c2ccccc2)c(C)c1 (stereo not given)	4%	13
79	COc1cc(NC(=O)COC(=O)CO/N=C(\C)c2ccc3c(c2)OCO3)cc(OC)c1	?	nt
80	O=C(CN1CCOC1=O)N1CCCC(Nc2ccc(F)c(F)c2)C1 (stereo not given)	?	nt
81	COc1ccccc1N1CCN(Cc2nc3ccccc3c(=O)n2CC(C)=O)CC1	21%	2
82	CCCOc1ccc(N2C(=O)CC(N(CCc3ccccc3)C(=O)c3ccccc3)C2=O)cc1 (stereo not given)	?	nt
83	CCc1ccc(S(=O)(=O)/N=C2\C=CC(=O)c3ccccc32)cc1	-14%	0
84	O=C(O)Cc1sc(-c2ccccc2)nc1-c1ccccc1	-10%	-5
85	CC12CCC(=O)N1C(C(=O)Nc1ccc(Br)cc1Cl)CS2 (stereo not given)	?	nt
86	COc1cc(CNc2ncn[nH]2)ccc1OCc1cccc(C)c1	24%	7
87	COc1ccc(-n2cnnc2SCC(=O)c2ccc(S(=O)(=O)N3CCOCC3)cc2)cc1	?	nt
88	CC(NC(=O)CCC(=O)N1CCCCCC1)c1ccccc1 (stereo not given)	?	nt
89	COc1ccc(CCN2C(=O)CC(Cc3ccc(Br)cc3)C2=O)cc1OC (stereo not given)	?	nt
90	O=C(NCc1ccccc1Cl)C1CCN(S(=O)(=O)N2CCCCC2)CC1	1%	11
91	O=C1C=C(N2CCN(C3=CC(=O)CCC3)CC2)CCC1	?	nt
92	COc1cc(/C=N/N=C(\N)c2nonc2N)cc(OC)c1OC	-14%	nt
93	Cc1ccc(NC(=O)CN(C)C(=O)Cn2nnc(-c3ccccc3)n2)cc1	?	nt
94	CCSc1nc2cc(OC)c(OC)cc2c(=O)n1CCc1ccccc1	?	nt
95	Cc1noc(C)c1CSc1nc2sc(C)c(C)c2c(=O)n1-c1ccccc1	-9%	1
96	CCC(C)NCCOc1ccc(Br)cc1 (stereo not given)	?	nt
97	COc1ccc(C2Nc3ccccc3C(=O)N2c2ccc(F)cc2)cc1CSc1ccccn1 (stereo not given)	5%	0
98	Cc1ccc(N(CC2CO2)S(=O)(=O)c2ccccc2[N+](=O)[O-])cc1 (stereo not given)	?	nt
99	O=C(CP(=O)(c1ccccc1)c1ccccc1)N1CCCCC1	?	nt
100	CCCS(=O)(=O)c1c(S(=O)(=O)CCC)c2cnccn2c1C(=O)c1ccc(Cl)cc1	?	nt
101	COc1cccc(C2CC(c3ccccc3OC)n3nc(N)nc3N2)c1 (stereo not given)	3%[9.22 µM]	-5
102	CC(=O)c1cc(C#N)c(Oc2cccc(C(F)(F)F)c2)nc1C	-16%	-20
103	Cc1ccn2c(NC3CCCC3)c(-c3cccs3)nc2c1	?	nt
104	COC(=O)c1[nH]c2ccccc2c1NC(=O)CN1CCC(C(N)=O)(N2CCCCC2)CC1	?	nt
105	COc1ccc(C(=O)Nc2cccc(/C=C/c3nc4ccccc4c(=O)[nH]3)c2)cc1	?	nt

Arranged by molar mass (lowest first): some entries from above
No.	SMILES	S3 lipid droplet	S3 lipid droplet cell count max
93	Cc1ccc(NC(=O)CN(C)C(=O)Cn2nnc(-c3ccccc3)n2)cc1	?	nt
100	CCCS(=O)(=O)c1c(S(=O)(=O)CCC)c2cnccn2c1C(=O)c1ccc(Cl)cc1	?	nt
97	COc1ccc(C2Nc3ccccc3C(=O)N2c2ccc(F)cc2)cc1CSc1ccccn1 (stereo not given)	5%	0

Profiles, looked up by structure:
`O=C(Oc1cccc(Oc2ccccc2)c1)N1CCOCC1` is listed as S3 lipid droplet = i; S3 lipid droplet cell count max = nt
`O=C(CSCc1ccc([N+](=O)[O-])cc1)NC1CC2CCC1C2` (stereo not given) is listed as S3 lipid droplet = 4%; S3 lipid droplet cell count max = 6

Further entries.
No.	SMILES	S3 lipid droplet	S3 lipid droplet cell count max
106	CCn1c(Cc2c(C)[nH]c3ccccc23)nnc1SCC(N)=O	24%	3
107	Cc1ccc(NC(=O)CSc2nc3ccccc3c(=O)n2CC2CCCO2)cc1 (stereo not given)	?	nt
108	CC(=O)NC(c1ccccc1)c1cccnc1 (stereo not given)	11%	2
109	COc1ccc([N+](=O)[O-])cc1-n1cnnn1	-6%	10
110	CCOC(=O)Nc1ccc2c(c1)N(C(=O)CN1CCN3CCCC3C1)c1ccccc1CC2 (stereo not given)	-1%	3
111	COc1cccc(C(CC(=O)NCc2ccco2)NS(=O)(=O)c2ccc(C)cc2)c1OC (stereo not given)	?	nt
112	c1ccc(Nc2ccccn2)cc1	?	nt
113	COc1ccccc1OCCNc1cc(N2CCOCC2)ccc1[N+](=O)[O-]	?	nt
114	CCCOc1ccc(C(=O)CCC(=O)NNC(=O)Cn2nc(C)cc2C)cc1	-2%	3
115	C(/CCc1ccccc1)=N\Nc1nc2ccccc2[nH]1	?	nt
116	Cn1nc(C(F)(F)F)c2cc(NC(=O)OCc3ccc(F)cc3)sc21	?	nt
117	COc1ccccc1-c1cc(C(F)(F)F)nc(NCc2ccco2)n1	7%	0
118	CCOC(=O)N1CCC(NC(=O)Cc2ccccc2)CC1	?	nt
119	CC1=CSC2=NC(C(F)(F)F)(C(F)(F)F)NC(=O)N12	13%	12
120	O=C(Nc1ccc(Cl)c(Cl)c1)Nc1ccon1	10µM*	nt
121	O=C(COc1ccccc1C(=O)N/N=C\c1ccc(O)c(O)c1)N/N=C/c1ccc(O)c(O)c1	?	nt
122	CC(C)CC(c1nnnn1Cc1ccco1)N1CCN(C2CCCC2)CC1 (stereo not given)	?	nt
123	CN(C)c1ccc(C(CNC(=O)c2cccs2)N(C)C)cc1 (stereo not given)	?	nt
